EBI2 block – blocks human EBI2 receptor beta-arrestin signaling. EBI2 beta-arrestin recruitment, luminescence, 7a,25-OHC stimulated. inhibition, % at 5 µM. 360,000 compounds, 0.81% hits. AID 651636; in the data active means inhibition above about 38%;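 further: enzyme fragment complementation signal reports receptor beta-arrestin coupling in cells; 0% = agonist plus DMSO wells and 100% = wells without agonist; some results beyond the cut were filed as inactive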
XBP1 UPR activ – adaptive UPR (XBP1) activation | CHO-XBP1 luciferase reporter, IRE1-XBP1 UPR activation, luminescence; percent of tunicamycin response, DMSO as zero | activation, % at 20 µM | 330,000 compounds, 0.33% hits | AID 463104;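 active means versus positive control, 20 µM dose yields 30% or more activation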;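 further: 100% = tunicamycin at 10 µg/mL and 0% = DMSO only wells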
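Material: CHO cell line with stable XBP1 luciferase reporter; schedule: 16-18 h cell attachment at 37 °C, then 6 h compound exposure; signal: glow luminescence from Steady-Glo reagent; medium: serum-containing F12 medium, 10% FBS; benchmarks: tunicamycin 10 µg/mL and vehicle-only wells; read-out: percent activation relative to tunicamycin reference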
CXCR6 block – inhibitors of human CXCR6 receptor | AID 602244 | inhibition, % at 20 µM | O00574 | 360,000 compounds, 0.36% hits | CHO-K1 PathHunter CXCR6 beta-arrestin, luminescence; in the data active means inhibition above about 34%, passing the limit was not always enough;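 further: antagonist mode with CXCL16 agonist at 10 nM final; 0% = 10 nM CXCL16 with DMSO and 100% = unstimulated wells without agonist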
CHOP UPR activ – activators of apoptotic arm of unfolded protein response (CHOP). CHO-CHOP luciferase reporter, UPR activation, luminescence; percent of tunicamycin response over DMSO baseline. 330,000 compounds, 0.34% hits. AID 449763. activation, % at 10 µM;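 active means at 10 µM dose, activation of 40% or more, normalized to positive control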;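 further: 100% = tunicamycin at 10 µg/mL and 0% = DMSO alone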
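Test system: CHO CHOP reporter cells. Input: 500 CHO-CHOP cells per well. Medium: F12 with 10% FBS. Technique: luciferase luminescence. Measure: percent activation relative to tunicamycin control. Dosing: 10 µM compound, 0.5% DMSO. Timing: 16-18 h cell attachment, then 6 h compound exposure, 37 °C.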
CCR6 antag – antagonists of human CCR6 receptor; AID 493098; inhibition, % at 20 µM; 340,000 compounds, 0.49% hits; CHO-K1 CCR6 PathHunter beta-arrestin, luminescence, CCL20-stimulated; P51684;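 active means compounds whose inhibition of the agonist-driven luminescence signal at 20 µM reaches about 50%, limit read from the data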;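 further: cells stimulated with CCL20 at 14 nM final; plate controls were DMSO with CCL20 for no effect and DMSO without agonist for full effect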
tim23-1 inh – tim23-1 yeast growth inhibition. S. cerevisiae tim23-1 growth, BacTiter-Glo luminescence, 24 h. inhibition, % at 20 µM. 330,000 compounds, 1.3% hits. AID 463212;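 active means growth inhibition of the mutant yeast at or above 50%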;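 further: temperature-sensitive mutant grown at 25 °C; plate controls were DMSO-treated mutant yeast for no effect and medium wells lacking yeast for full effect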
APJ antagonist – blocks the human apelin receptor APJ | inhibition, % at 20 µM | CHO-K1 APJ beta-arrestin complementation, luminescence | AID 2521 | 330,000 compounds, 0.32% hits | P35414;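 active means inhibition above about 40% at 20 µM, limit read from the data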;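 further: cells challenged with 10 nM apelin-13 agonist together with compound; plate controls were apelin-13 plus DMSO wells for no effect and DMSO wells lacking apelin-13 for full effect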
APJ ag – activates the human apelin receptor APJ; P35414; CHO-K1 APJ PathHunter beta-arrestin, luminescence; 0% DMSO wells, 100% apelin; activation, % at 20 µM; 330,000 compounds, 0.11% hits; AID 2520;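 active means activation more than six SD over the plate average, tested at 20 µM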;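 further: 0% = DMSO alone and 100% = apelin-13 at 10 nM; some results filed as inactive read as strong as hits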
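Test system: CHO-K1 APJ beta-arrestin complementation cell line. Amount: cell density 1000 per well. Controls: DMSO negative, 10 nM Apelin-13 positive. Signal: luminescent beta-gal fragment complementation, chemiluminescent substrate. Read-out basis: agonist-driven arrestin binding to APJ. Timing: compound stimulation 90 min at 25 °C, detection 60 min.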
Mdm2 MdmX PPI – disrupts the human Mdm2-MdmX interaction. SaOS-2 split-luciferase Mdm2/MdmX complementation, luminescence. AID 485346. inhibition, % at 8 µM. 330,000 compounds, 3% hits;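 active means inhibition of at least 50% at 8 µM in the primary screen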
Target sequence (O15151 whole entry, looked up): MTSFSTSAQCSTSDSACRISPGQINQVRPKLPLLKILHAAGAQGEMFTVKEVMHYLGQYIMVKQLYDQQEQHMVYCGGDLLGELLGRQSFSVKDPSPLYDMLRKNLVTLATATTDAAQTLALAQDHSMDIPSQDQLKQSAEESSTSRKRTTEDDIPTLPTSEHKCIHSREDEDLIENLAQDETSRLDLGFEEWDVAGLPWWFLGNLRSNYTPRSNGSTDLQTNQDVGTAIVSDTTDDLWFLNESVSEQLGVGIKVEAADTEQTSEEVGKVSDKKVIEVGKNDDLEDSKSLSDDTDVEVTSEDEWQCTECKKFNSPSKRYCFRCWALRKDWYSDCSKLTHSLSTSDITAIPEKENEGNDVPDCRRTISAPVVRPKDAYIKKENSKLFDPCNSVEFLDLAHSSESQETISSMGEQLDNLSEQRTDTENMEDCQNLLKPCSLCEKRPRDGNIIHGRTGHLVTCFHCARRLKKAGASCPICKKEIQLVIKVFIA
Target sequence (Q00987 whole entry, looked up): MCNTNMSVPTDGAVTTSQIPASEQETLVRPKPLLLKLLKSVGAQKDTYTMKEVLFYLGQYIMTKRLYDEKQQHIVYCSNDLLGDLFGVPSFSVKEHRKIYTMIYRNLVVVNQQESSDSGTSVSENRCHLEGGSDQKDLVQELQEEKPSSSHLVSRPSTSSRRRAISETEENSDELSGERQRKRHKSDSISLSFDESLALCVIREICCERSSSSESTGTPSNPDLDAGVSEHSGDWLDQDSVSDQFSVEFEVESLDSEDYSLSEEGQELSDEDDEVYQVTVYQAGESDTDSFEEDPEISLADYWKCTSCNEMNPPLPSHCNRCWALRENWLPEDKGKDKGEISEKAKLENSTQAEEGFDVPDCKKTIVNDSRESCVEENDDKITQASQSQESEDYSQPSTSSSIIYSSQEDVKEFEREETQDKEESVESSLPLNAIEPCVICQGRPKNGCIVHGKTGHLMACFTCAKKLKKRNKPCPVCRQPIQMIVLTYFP
Active calls of the source: *; nt = not tested or not shown. Some of the compounds tested, so the mix of outcomes need not match the whole.

Molecule	EBI2 block	XBP1 UPR activ	CXCR6 block	CHOP UPR activ	CCR6 antag	tim23-1 inh	APJ antagonist	APJ ag	Mdm2 MdmX PPI
CCOc1ncccc1C(=O)Nc1cccc(C(=O)Nc2cccc(S(=O)(=O)CCO)c2)c1	-11	5	1	2.7	4	10	12	4	5
NS(=O)(=O)c1ccc(NC(=S)NC(=O)c2cccnc2)cc1	1	0	23	-1.0	35	4	16	-2	17
O=C(CN(Cc1ccc(F)cc1)C(=O)c1ccco1)NCc1ccc(F)cc1	41	-2	-1	-0.6	16	3	-8	-2	9
Cc1ccc(CN2CC(C(=O)N(Cc3nnc(-c4ccccc4Cl)o3)C3CC3)CC2=O)cc1 (stereo unspecified)	3	0	-6	0.3	11	-23	-8	-4	20
COc1ccc(/C=N/NC2=NS(=O)(=O)c3ccccc32)cc1OC	-19	-3	-2	-0.8	7	13	-12	-4	-14
O=C(CSc1ncn(-c2ccccc2)n1)Nc1ccc2c(c1)OCCO2	3	-1	-6	13	-3	13	-11	2	-9
COc1cccc(N(CC(=O)NCc2ccco2)C(=O)CCC(=O)Nc2nccs2)c1	-6	-2	-10	-0.1	2	-4	11	-1	8
Cc1cnc(NC(=O)Cn2cnc3c2c(=O)n(C)c(=O)n3C)s1	-1	0	-2	-0.9	11	13	-13	-3	-13
O=S(=O)(c1cc(F)ccc1F)N1CCN(c2ncnc3ccccc23)CC1	-15	1	-11	4.0	0	45	-21	2	23
COc1cc([N+](=O)[O-])ccc1NC(=O)COC(=O)CCS(=O)(=O)c1ccc(C)cc1	-9	-3	1	-0.5	13	10	-41	-3	18
CC(C)C(C(=O)Nc1ccc2c(c1)OCCOCCOCCOCCO2)N1C(=O)c2ccccc2C1=O (stereo unspecified)	-5	-2	-5	-0.4	6	9	13	-3	-20
CSc1nccc(-c2sc(SC)c(C#N)c2-c2ccccc2)n1	14	2	17	0.6	22	0	11	-8	30
C=CCN1C(c2ccc(OCC)cc2)=CS/C1=C(\C#N)c1nnc2n1CCCCC2	4	-2	-9	-1.4	10	26	11	-2	6
Cc1cc(OCC(=O)NC2CC(C)(C)NC(C)(C)C2)c(C)cc1Br	-4	-1	-6	4.3	4	-15	17	-1	25
CC(C)(c1ccccc1)c1ccc(OCC2CO2)cc1 (stereo unspecified)	-7	-5	-2	2.2	2	2	-1	0	7
CC(=O)CSc1nc(-c2ccccc2)c(-c2ccccc2)o1	3	-3	7	-0.1	1	32	-5	-1	17
O=C(CN(C(=O)CNC(=O)c1cccs1)c1ccccc1F)NC1CCCCC1	-12	-2	7	0.6	4	-4	15	-3	18
O=C(c1ccc([N+](=O)[O-])o1)N1CCOCC1	-9	-3	-7	0.4	-15	24	-44	1	0
Cc1cc(N2C(=O)C(O)=C(C(=O)c3cc4ccccc4o3)C2c2cccc(Br)c2)no1 (stereo unspecified)	11	-1	5	2.2	4	12	31	-3	1
COC(CSc1ncnc2c1oc1nc3c(cc12)COC(C)(C)C3)OC	2	1	0	1.8	14	3	10	-4	9
C[C@]12CS(=O)(=O)C[C@H]1SC(=S)N2c1ccccc1	-15	1	-2	0.3	-6	0	-9	-4	-1
Cc1ccc(-c2nn3c(C)nnc3s2)cc1NC(=O)COc1ccc(Cl)cc1	-2	0	0	-0.8	4	-24	1	-2	7
O=C(c1ccco1)N1CCN(C(=O)C2CCN(S(=O)(=O)c3cccc4nsnc34)CC2)CC1	-6	1	4	-0.6	10	12	9	-2	20
CN1CCc2c(sc3nc(NN)n(-c4ccc(Cl)cc4)c(=O)c23)C1	-11	-2	-1	1.5	-1	-1	7	2	-12
CSc1nc(O)c(C(c2ccc(C)cc2)c2c(O)nc(SC)[nH]c2=O)c(=O)[nH]1	6	-6	4	-0.7	-11	-15	1	0	7
Cc1ccc(CN2CCN(Cc3cccc(OCCO)c3)CC2CCO)o1 (stereo unspecified)	4	1	5	0.8	-4	1	6	-4	-3
CCCC(=O)Nc1ccc(C(=O)NCc2ccccn2)cc1	-4	-3	0	-1.1	2	19	8	-1	-6
O=C(Nc1ccc(Cl)cn1)C1CCCN1S(=O)(=O)c1cccc2ccccc12 (stereo unspecified)	6	-2	-4	-0.6	6	48	13	-1	20
Cc1cccc(C)c1NC(=O)NC1(C(=O)N2CCCC2)CCCCC1	-8	-2	-2	-0.4	11	4	5	-3	6
COc1ccc(-c2nnc(SCC(=O)c3ccc4c(c3)OCCO4)o2)cc1	nt	-1	nt	-0.7	nt	-1	3	-5	17
O=C(COC(=O)Cc1cccc(C(F)(F)F)c1)Nc1ccccc1	-12	1	-8	-0.1	3	22	8	1	-15
O=C(c1cccc([N+](=O)[O-])c1)N1CCCC(C(=O)N2CCc3ccccc3C2)C1 (stereo unspecified)	-10	-5	0	0.9	7	12	-45	-4	11
CCCc1ccc(OC(=O)c2cccs2)cc1	-2	0	50*	1.6	5	20	11	-4	20
CN(Cc1ccon1)C(=O)CC1C(=O)NCCN1Cc1cccc(Oc2ccccc2)c1 (stereo unspecified)	-5	-1	-9	-0.8	0	22	-23	-4	-12
Cc1ccc(C)n1-c1nn(S(=O)(=O)c2cccc(C(F)(F)F)c2)c2cccc(F)c12	2	-4	-2	-1.2	15	19	-17	3	-1
Cc1ccccc1C(=O)N1CCN(c2ccc(NC(=O)c3ccc4c(c3)OCO4)cc2)CC1	-6	1	-7	-0.2	4	29	-36	2	22
CCCCn1c(SCC(=O)c2ccc3c(c2)OCCO3)nnc1-c1ccoc1C	3	-2	7	-0.7	18	11	19	-5	24
O=C(NC12CC3CC(CC(C3)C1)C2)N1CC2Cc3cccc(=O)n3C(C2)C1 (stereo unspecified)	-1	2	-18	-2.9	-12	19	8	-2	6
C=CC[C@@H](CC(=O)NCCO)C(=O)N[C@@H](COC(=O)[C@@H](CC=C)Cc1ccc(F)cc1)Cc1ccccc1	2	-2	-3	-1.3	-6	21	-6	-1	-6
CCOc1ccc(CC(=O)NCCc2cnc[nH]2)cc1	-5	3	5	-0.8	10	0	6	-4	11
O=C(c1ccco1)N1CCC(c2nc3c(nnn3Cc3c(Cl)cccc3Cl)c(=O)[nH]2)CC1	-12	0	1	0.7	3	9	3	-1	-2
COc1cc(C2NC(=O)NC(C)=C2C(=O)OCC2CCCCC2)ccc1O (stereo unspecified)	-7	-3	-10	0.1	-11	-16	-17	6	23
O=C(NCc1ccccc1F)C1CCC(=O)N(Cc2ccc(Cl)cc2)C1 (stereo unspecified)	5	-2	1	2.1	-7	9	11	0	-23
O=C(N/N=C/c1cccn1-c1ccc(O)cc1)c1cccc2ccccc12	5	2	9	-0.1	3	-8	-7	-2	64*
C[C@@H](NC(=O)C(=O)c1c[nH]c2ccccc12)c1ccccc1	7	-3	-15	-1.3	-2	7	-8	-4	14
C[C@H]1CN([C@@H](C)CO)C(=O)c2cccc(NC(=O)c3nc4ccccc4s3)c2O[C@H]1CN(C)C(=O)Nc1ccc(F)cc1	6	-3	-3	1.5	6	18	8	2	33
COc1ccc(NC(=O)C2=C(C)Nc3nc(CCCO)nn3C2c2ccc(OC)c(OC)c2)cc1 (stereo unspecified)	-7	-2	3	4.2	-5	20	-4	-2	17
COc1ccc(/C=N/NC(=O)c2[nH]c3ccc(Cl)cc3c2-c2ccccc2)c(C(=O)O)c1OC	7	3	8	3.4	2	19	7	0	17
CCOC(=O)c1ccc(NC(=S)NN)cc1	13	-1	6	-0.7	18	24	-25	0	-21

2 of the compounds above, with values under each structure.
Each structure is followed by: EBI2 block, XBP1 UPR activ, CXCR6 block, CHOP UPR activ, CCR6 antag, tim23-1 inh, APJ antagonist, APJ ag, Mdm2 MdmX PPI
COc1ccc(/C=N/NC(=O)c2[nH]c3ccc(Cl)cc3c2-c2ccccc2)c(C(=O)O)c1OC
    7, 3, 8, 3.4, 2, 19, 7, 0, 17
C[C@@H](NC(=O)C(=O)c1c[nH]c2ccccc12)c1ccccc1
    7, -3, -15, -1.3, -2, 7, -8, -4, 14

An excerpt from above in order of molecular weight, smallest number first:
Molecule	EBI2 block	XBP1 UPR activ	CXCR6 block	CHOP UPR activ	CCR6 antag	tim23-1 inh	APJ antagonist	APJ ag	Mdm2 MdmX PPI
CCCc1ccc(OC(=O)c2cccs2)cc1	-2	0	50*	1.6	5	20	11	-4	20
CCOc1ccc(CC(=O)NCCc2cnc[nH]2)cc1	-5	3	5	-0.8	10	0	6	-4	11
NS(=O)(=O)c1ccc(NC(=S)NC(=O)c2cccnc2)cc1	1	0	23	-1.0	35	4	16	-2	17
O=C(N/N=C/c1cccn1-c1ccc(O)cc1)c1cccc2ccccc12	5	2	9	-0.1	3	-8	-7	-2	64*
O=C(CN(C(=O)CNC(=O)c1cccs1)c1ccccc1F)NC1CCCCC1	-12	-2	7	0.6	4	-4	15	-3	18
C=CCN1C(c2ccc(OCC)cc2)=CS/C1=C(\C#N)c1nnc2n1CCCCC2	4	-2	-9	-1.4	10	26	11	-2	6
O=C(c1ccco1)N1CCN(C(=O)C2CCN(S(=O)(=O)c3cccc4nsnc34)CC2)CC1	-6	1	4	-0.6	10	12	9	-2	20
